HTT aggregate: inhibitors of mutant huntingtin aggregate formation in PC12 cells; PC12 HttQ103-GFP aggregates, Acumen cytometry, 40 h; Potency, µM (highest dose often 46.1 µM), for the others: at the top dose activity change, negative = inhibition, most hits filed as inhibitors; 1.1% of 220,000 active; AID 1688; also: % is scaled to controls: 0 for no effect and ±100 for the full control effect; nearly all actives have a fitted effect of over 60% in size
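Huntingtin Q103 exon 1–GFP aggregates in induced PC12 cells (100 nM tebufenozide) were quantified by cytometry from lysates, with compounds dosed in titration.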
Tau fibril FP: blocks human tau fibril formation measured by polarization | P10636 | K18 P301L tau heparin fibrillization, Alexa594 FP, 6 h | Potency, µM (highest dose often 57.7 µM), for inactives: at the highest dose activity, negative = inhibition, usual class: inhibitors | 0.39% of 280,000 active; also: % is scaled to controls: 0 for no effect and ±100 for the full control effect; nearly all actives have a fitted effect of over 55% in size
Target sequence (P10636 561-689 P618L limits assumed): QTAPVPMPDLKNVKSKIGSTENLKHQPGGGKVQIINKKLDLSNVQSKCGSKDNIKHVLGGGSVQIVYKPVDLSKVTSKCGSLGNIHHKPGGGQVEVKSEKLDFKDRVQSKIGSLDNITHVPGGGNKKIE
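Human tau K18 […] P301L fragment, 15 uM unlabeled plus 0.24 uM Alexa 594-labeled tau (final), with compound and 20 uM heparin in 100 mM sodium acetate pH 7; 6 hr at 37 C, then Alexa 594 FP read.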
SMN2 splice up: SMN2 splice variant enhancement. 2.8% of 210,000 active. AID 1458. HEK293 SMN2-luciferase splicing reporter, luminescence, 30-36 h. Potency, µM (doses to about 46.1 µM), without a hit: top-dose activity change, positive = activation, most hits filed as activators; also: % of control where 0% means no effect; nearly all actives have a fitted effect of over 55% in size
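HEK293 cells carry an SMN2 […]–luciferase reporter in which exon 7 inclusion puts luciferase in frame. Cells were plated 10-12 h before compound addition, then incubated 30-36 h at 37C. ONE-Glo luminescence was read; sodium butyrate at 4.5 mM final served as control.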
JMJD2E inh: inhibitors of human JMJD2E histone demethylase; B2RXH2; 1.6% of 230,000 active; Potency, µM (series often up to 57.1 µM), for inactives: top-dose activity change, negative = inhibition, most hits filed as inhibitors; AID 2147; JMJD2E catalytic domain, FDH-coupled NADH fluorescence (FDH is formaldehyde dehydrogenase); active = well fitted inhibition curve with a large enough effect, not every such curve was filed as active; inconclusive = small, poorly fitted or top-dose-only effect, or another doubt; inactive = no such curve, though single readings can be large or run the other way;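 also: 0% = wells with enzyme and -100% = buffer wells without enzyme; nearly all actives have a fitted effect of over 50% in size; many of its hits are not listed in these tables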
Target sequence (B2RXH2 1-337 limits assumed): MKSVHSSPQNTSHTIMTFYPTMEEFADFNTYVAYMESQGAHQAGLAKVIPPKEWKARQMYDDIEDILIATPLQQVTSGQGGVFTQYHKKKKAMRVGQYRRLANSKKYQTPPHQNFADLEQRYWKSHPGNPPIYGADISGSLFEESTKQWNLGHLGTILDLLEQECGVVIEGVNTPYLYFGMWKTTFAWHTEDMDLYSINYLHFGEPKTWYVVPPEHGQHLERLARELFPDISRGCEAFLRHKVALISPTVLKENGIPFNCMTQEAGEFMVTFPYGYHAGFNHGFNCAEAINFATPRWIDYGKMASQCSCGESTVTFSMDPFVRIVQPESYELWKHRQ
ALDH1A1 inh: blocks purified human ALDH1A1 activity; P00352; Purified ALDH1A1, NADH fluorescence, propionaldehyde substrate; Potency, µM (doses to about 75.3 µM), for inactives: at the top dose activity, negative = inhibition, hits mostly inhibitors; 7.3% of 220,000 active; active = well fitted inhibition curve with a large enough effect, not every such curve was filed as active; inconclusive = small, poorly fitted or top-dose-only effect, or another doubt; inactive = no such curve, though single readings can be large or run the other way;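 also: plate controls were no enzyme wells and a reference inhibitor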
Target sequence (P00352 whole entry, looked up): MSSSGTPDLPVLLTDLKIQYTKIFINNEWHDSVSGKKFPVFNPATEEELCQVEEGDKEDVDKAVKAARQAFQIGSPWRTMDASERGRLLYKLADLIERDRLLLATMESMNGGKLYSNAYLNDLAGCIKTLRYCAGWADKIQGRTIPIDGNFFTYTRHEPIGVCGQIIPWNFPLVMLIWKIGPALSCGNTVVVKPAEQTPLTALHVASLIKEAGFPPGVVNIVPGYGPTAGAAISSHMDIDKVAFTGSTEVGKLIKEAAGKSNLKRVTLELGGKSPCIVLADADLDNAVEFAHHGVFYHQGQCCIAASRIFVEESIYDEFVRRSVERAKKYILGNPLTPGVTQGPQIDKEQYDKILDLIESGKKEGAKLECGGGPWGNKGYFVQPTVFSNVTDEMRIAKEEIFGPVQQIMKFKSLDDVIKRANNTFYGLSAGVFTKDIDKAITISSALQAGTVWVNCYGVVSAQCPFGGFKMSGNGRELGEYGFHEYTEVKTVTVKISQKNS
Tau fibril ThT: blocks human tau fibril formation measured by thioflavin T; P10636; recombinant tau K18 P301L, heparin-induced fibrillization, ThT fluorescence; Potency, µM (top dose mostly 57.4 µM), for inactives: at the highest dose activity, negative = inhibition, actives largely listed as inhibitors; 2.1% of 270,000 active; AID 1460; also: % is scaled to controls: 0 for no effect and ±100 for the full control effect; nearly all actives have a fitted effect of over 55% in size
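ThT emission at 510 nm, taken 1 hr after adding 30 uM dye, quantifies aggregates formed when 20 uM heparin acts on human tau K18 P301L for 6 hr at 37 C.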
Tau fluor counter: counter-screen for tau fibril formation inhibitors. tau K18 P301L Alexa594 fluorescence, heparin fibrillization. AID 1463. Potency, µM (top dose mostly 57.7 µM), for inactives: at the highest dose activity change, negative = decrease. 0.93% of 280,000 active; also: % is scaled to controls: 0 for no effect and ±100 for the full control effect; nearly all actives have a fitted effect of over 55% in size
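Human tau K18 P301L (15 uM unlabeled, 0.24 uM Alexa 594-labeled) in 100 mM sodium acetate pH 7 with 20 uM heparin, 6 hr at 37 C. ThT 30 uM added, 1 hr ambient; Alexa 594 FP and total fluorescence read at 555/632 nm.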
HTT cytoprotect: protects HTT-Q103 PC12 cells, measured by ATP; PC12 HTT-Q103 induced, cytoprotection, ATP luminescence, 40 h; Potency, µM (doses to about 56.4 µM), for inactives: cytoprotection (ATP increase), usual class: activators; 0.14% of 230,000 active; AID 1471;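 also: % of control where 0% means no effect; nearly all actives have a fitted effect of over 45% in size; toxic huntingtin expression switched on by the ecdysone agonist tebufenozide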
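Rat PC12, Q103 Htt exon1-GFP fusion, ecdysone promoter; tebufenozide inducer 100 nM final; compound titration; qHTS, 1500 cells/well; ATPlite luminescent read.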
An asterisk follows results filed as active; ? = inconclusive; nt = not tested or not shown; & = joins results of further samples; [ ] = remark or other dose. Unless noted, calls follow the shape of the dose curve; as a rule, active = well fitted curve in the direction sought with a large enough effect; inconclusive = small, poorly fitted or top-dose-only effect, or another doubt; inactive = no such curve, though single readings can be large; an effect the other way counts as inactive or inconclusive. Potency is read from the fitted curve at half-maximal effect. An excerpt. The share of hits here may be higher or lower than overall.

SMILES	HTT aggregate	Tau fibril FP	SMN2 splice up	JMJD2E inh	ALDH1A1 inh	Tau fibril ThT	Tau fluor counter	HTT cytoprotect
CCC[C@@H]1C[C@@H](C(=O)N[C@@H]([C@H]2O[C@H](SC)[C@H](O)[C@@H](O)[C@H]2O)[C@@H](C)O)N(C)C1	12%	6%	nt	nt	6%	0%	1%	?
C/C(=N\NC(=O)CN(c1ccccc1)S(=O)(=O)c1ccccc1[N+](=O)[O-])C(C)(C)C	-1%	4%	-3%	4%	-3%	-5%	-14%	22%[10 µM]
COc1ccc(S(=O)(=O)N(CCCN2CCCC2=O)Cc2cc3c(C)cc(C)cc3[nH]c2=O)cc1	3%	7%	nt	9%	-1%	-13%	11%	0%
CCOc1ccccc1C(=O)Nc1nnc(COC)s1	-15%	-6%&9%	nt	2%	-2%	-10%&-10%	-5%&-5%	-16%[10 µM]
COc1cccc(-n2c(SCC(N)=O)nc3ccccc3c2=O)c1	11%	8%	11%	3%	0%	3%	6%	-11%[10 µM]
CN1CCN(C(=S)NC(=O)/C=C/c2cccs2)CC1	8%[9.22 µM]	0%	nt	2%	?	-14%	-17%	8%[10 µM]
C=C(C)CSc1nc2sc3c(c2c(=O)n1-c1ccccc1)CC(C(C)C)OC3 (stereo not given)	nt	?	-2%	nt	nt	-4%	-5%	nt
O=C(CC(c1ccccc1)(c1ccccc1)c1ccccc1)N[C@@H](Cc1ccccc1)C(=O)O	-19%[9.22 µM]	3%	nt	-7%	8%	-14%	3%	-6%[10 µM]
Cc1nnc(SCc2ccccc2F)n1NCc1cccs1	19%	6%	25%	8%	-9%	-12%	1%	-3%
N#Cc1c(N)oc(-c2ccccc2)c1-c1ccccc1	-16%	-1%	-10%	-18%	?	-20%	-12%	-14%
Cn1c(SCC(=O)Nc2sccc2C(N)=O)nnc1-c1ccncc1	-2%[9.22 µM]	-6%	nt	7%	nt	-2%	6%	14%[10 µM]
CN1C(=O)c2ccc(NC(=O)CCS(=O)(=O)c3ccccc3)cc2C1=O	-7%	-1%	-31%[inhibitor]	?	?	3%	-1%	-13%
COCCCNC(=O)CCc1nc(-c2ccccc2Cl)no1	-4%	3%	9%	9%	19%	1%	9%	-11%[10 µM]
CC1CN(S(=O)(=O)c2ccc(NC(=O)c3cc(-c4ccccc4O)n[nH]3)cc2)CC(C)O1 (stereo not given)	17%[9.22 µM]	?	-15%	3%	5%	?	?	-22%
COc1ccc(-c2nn3cnnc3s2)cc1OC	9%	0%	15%	?	?	3%	2%	-14%
Cn1c(=O)c2[nH]c(-c3ccccc3O)nc2n(C)c1=O	-31%	7%	-2%	?	?	-17%	-4%	0%[10 µM]
COCCOC(=O)c1c(C)oc2ccc(OCC=C(C)C)cc12	21%	-8%	16%	-5%	0%	-18%	-12%	-23%
O=C(CSc1nnc(Cc2cc(=O)[nH]c(=O)[nH]2)n1-c1ccccc1)N1CCCc2ccccc21	-6%	3%	-14%	2%	-1%	-5%	2%	9%[0.074 µM]
CC1=NC(C(F)(F)F)(C(F)(F)F)C2=C(CC(C)(C)CC2=O)N1Cc1ccco1	-22%	5%	-11%	-6%	-1%	-8%	-11%	-37%
O=C(NCCO)C1(c2ccccc2)CCCC1	?	3%	?	1%	-2%	2%	3%	0%
COc1cccc(-c2noc(CCCC(=O)NCc3ccco3)n2)c1	nt	2%	19%	nt	nt	-13%	-14%	nt
CC(=O)NS(=O)(=O)c1ccc(NC(=O)c2cc(-c3ccc(C)c(C)c3)nc3ccccc23)cc1	?	0%	2%	?	-8%	-17%	-21%	-39%[inhibitor]
Cc1nc(/C=C/c2ccccc2)[nH]c(=O)c1-c1ccccc1	7%	-10%	2.8µM*	?	?	6%	5%	0%[10 µM]
CNC(=S)NNC(=O)CNc1ccc(C)c(Cl)c1	0%	5%	-64%[inhibitor]	2%	?	-9%	-8%	-50%[inhibitor]
CCOc1cc(-c2c(C#N)c(N)nc3c2CCCC3)ccc1O	-15%[9.22 µM]	-4%	-8%	?	?	-7%	-11%	12%[10 µM]
CCC(C)NC(=O)c1ccccc1NC(=O)c1ccc(CSc2ccccc2)cc1 (stereo not given)	-11%	?	2%	?	4%	-5%	?	9%[10 µM]
O=C(NCc1ccccc1F)C1CCCN1C(=O)NCc1ccccc1 (stereo not given)	-2%	2%	-8%	12%	-1%	-6%	0%	-15%[10 µM]
N#C/C(=C(/O)CN1CCOCC1)c1nc2ccccc2s1	-3%	-9%	?	-26%	?	-7%	-3%	-15%
O=S(=O)(c1ccc(F)cc1)N1CC2CCCN2c2ccc(C(F)(F)F)cc21 (stereo not given)	9%	4%	24%	-2%	0%	-12%	-29%	-5%
CCOc1ccc(N2CC(C(=O)NCCc3ccc(OC)c(OC)c3)CC2=O)cc1 (stereo not given)	-11%	9%	0%	-9%	0%	-4%	5%	-8%[10 µM]
COc1cc(NC(=O)Nc2cccc(Cl)c2)c(OC)cc1NC(=O)CN1CCCCC1	?	?	-5%	-9%	-4%	?	8.9µM*[quencher]	-22%[10 µM]
Cc1cc(C)c(NC(=O)COc2nc3ccccc3nc2C)c(C)c1	8%	0%	-37%[inhibitor]	5%	9%	-5%	-4%	18%[1.9 µM]
COc1ccc(CN2CCN(S(=O)(=O)c3ccc(F)cc3)CC2)c(OC)c1OC	9%	1%	-6%	?	-11%	-9%	-12%	-1%[10 µM]
CCOC(=O)c1cc(C(=O)NN)c(=O)[nH]c1C	-1%[9.22 µM]	0%	nt	0%	nt	nt	-17%	2%[10 µM]
Nc1ccnc(Oc2ccc(F)cc2)c1	-16%	-9%	-3%	3%	4%	6%	5%	-18%[10 µM]
Cc1cccc(NC(=O)CSc2nnc(N)s2)c1	nt	3%	?	nt	nt	-2%	3%	nt
CC1(O)CC2C(CC1O)C2(C)C (stereo not given)	nt	-18%	2%	3%	3%	-6%	-15%	nt
O=C(NNC(=O)c1cccc(O)c1)Nc1ccc([N+](=O)[O-])cc1	-8%	5%	-7%	?	?	-1%	0%	-8%
CN(C)S(=O)(=O)Oc1ccc(C(=O)Nc2cccc(C(F)(F)F)c2)cc1	?	?	-64%[inhibitor]	-1%	-4%	-9%	?	-48%[inhibitor]
Cc1ccc(Cl)c(NC(=O)CN2CCNC(=O)C2)c1Cl	-6%	4%	3%	11%	1%	-7%	-9%	-18%

Reprinted from the part before: 2 compounds; new compounds follow.
SMILES	HTT aggregate	Tau fibril FP	SMN2 splice up	JMJD2E inh	ALDH1A1 inh	Tau fibril ThT	Tau fluor counter	HTT cytoprotect
CN(C)S(=O)(=O)Oc1ccc(C(=O)Nc2cccc(C(F)(F)F)c2)cc1	?	?	-64%[inhibitor]	-1%	-4%	-9%	?	-48%[inhibitor]
Cc1ccc(Cl)c(NC(=O)CN2CCNC(=O)C2)c1Cl	-6%	4%	3%	11%	1%	-7%	-9%	-18%
NNC(=O)CSCc1ccc(Cl)cc1Cl	-8%[9.22 µM]	-7%	-4%	-11%	?	-6%	-10%	-49%[inhibitor][1.9 µM]
Cc1ccc(SCC(=O)c2c(C)nc3ccccn23)cc1	14µM*	-2%	-32%[inhibitor]	-7%	?	-10%	-16%	-79%[inhibitor]
COC(=O)[C@H]1Cc2cnoc2C[C@]1(C)C(=O)O	-2%	1%	-6%	4%	7%	0%	3%	nt
COc1cccc(CNC(=O)C2CCN(C(=O)c3cnn(-c4ccccc4)c3-n3cccc3)CC2)c1	nt	-7%	-23%	nt	nt	-1%	-5%	nt
CS(=O)(=O)N1CCc2cc(C(=O)N3CCOCC3)ccc21	-12%	-7%	2%	4%	15%	-10%	-1%	-12%[10 µM]
CC(C)c1nccn1S(=O)(=O)c1cc([N+](=O)[O-])ccc1Cl	-20%	6%	-5%[1.84 µM]	0%	3%	-7%	-8%	7%[10 µM]
COc1cccc(C(=O)Nc2nc(-c3ccc(S(=O)(=O)N4CCOCC4)cc3)cs2)c1	?	2%	-60%[inhibitor]	?	?	?	-10%	6%[1.9 µM]
CCC1CCCCN1CCCNC(=O)c1cn(C)c2ccc(S(=O)(=O)N(C)C3CCCCC3)cc2c1=O (stereo not given)	nt	3%	0%	nt	nt	3%	4%	nt
CC(=O)Nc1ccc(S(=O)(=O)Oc2ccc(/C=C3\SC(N)=NC3=O)cc2)cc1	-4%	25µM*	-4%	-12%	-7%	-17%	-13%	5%
Cc1c(CNC2CCCCCC2)c(C(=O)O)c(C)n1Cc1cccc(Cl)c1	nt	?	9%	nt	nt	1%	1%	nt
O=C(COc1ccccc1)Nc1nnc(-c2ccccc2)o1	20%	2%	-1%	-3%	-3%	-12%	-12%	-27%
COC(=O)c1ccc(OC(=O)CCN2C(=O)C3CCCCC3C2=O)cc1 (stereo not given)	-8%	1%	10%	6%	-9%	-16%	-2%	0%[10 µM]
COc1cc(CN2CC(C)CC(C)C2)cc([N+](=O)[O-])c1O (stereo not given)	6%	6%	8%	-2%	-4%	-2%	10%	-19%[10 µM]
CCOc1ccc(N(CC(=O)N2CCN(c3ccccc3)CC2)S(=O)(=O)c2c(C)noc2C)cc1	-22%	13%	-10%	1%	16%	-11%	-12%	3%
Cc1c(C(=O)Nc2ccc3c(c2)OCCO3)sc2nc(-c3ccccc3)cn12	16µM*	-7%	-117%[inhibitor]	?	-9%	?	?	25%[10 µM]
O=C(NCC1COc2ccccc2O1)c1ccc(Cl)cc1 (stereo not given)	-23%	0%	14µM*	2%	-9%	-13%	-11%	21%
C=CCn1cnc2c(c1=O)c1nc3ccccc3nc1n2/N=C/c1cc(OC)c(OC)c(OC)c1	3%	-9%	4%	-1%	-6%	?	3%	-96%[inhibitor][0.074 µM]
O=C(CSc1n[nH]c(-c2ccccc2)n1)Nc1ccc(N2CCOCC2)cc1	-6%	8%	2%	1%	22µM*	?	-17%	-27%
O=C(Nc1ccncc1)c1ccccc1-c1ccccc1	19%[9.22 µM]	-4%	10%	-6%	?	-5%	-4%	-6%
O=C(Nc1ccc(Cl)c(Cl)c1)N(CCCN1CCOCC1)Cc1cccnc1	2%[9.22 µM]	2%	nt	-3%	nt	nt	2%	-10%[10 µM]

Source: PubChem BioAssay
